# BCLXL inh: inhibitors of human Bcl-xL; Q07817; GST-Bcl-xL / FITC-Bim BH3 peptide fluorescence polarization; inhibition, % at 10.9 µM; 320,000 tested, 0.7% active;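 active = inhibition above the mean of all tested compounds plus 3 SD, cutoff set per campaign, cut at about 30% in these data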;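 also: 0% = DMSO wells and 100% = unlabeled Bim-BH3 peptide competitor; inhibitors lower millipolarization by displacing the labeled peptide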
# Target sequence (Q07817 whole entry, looked up): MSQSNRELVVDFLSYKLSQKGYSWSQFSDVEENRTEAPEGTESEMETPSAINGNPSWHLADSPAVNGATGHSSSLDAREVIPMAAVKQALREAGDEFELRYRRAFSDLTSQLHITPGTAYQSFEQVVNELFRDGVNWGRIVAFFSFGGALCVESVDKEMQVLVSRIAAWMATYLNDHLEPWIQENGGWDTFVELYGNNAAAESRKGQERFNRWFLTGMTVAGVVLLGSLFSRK
# GLD-1 RNA inh: GLD-1-TGE RNA interaction inhibition (C. elegans); Q17339; purified GLD-1 + fluorescein TGE RNA, fluorescence polarization; inhibition, % at 5.96 µM; 320,000 tested, 0.44% active;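 active = percent inhibition above a per-plate cutoff, the plate mean of test compounds plus 3 SD, cut at about 30% in these data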;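 also: 0% = DMSO wells with GLD-1 and probe and 100% = wells lacking GLD-1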
# Target sequence (Q17339 whole entry, looked up): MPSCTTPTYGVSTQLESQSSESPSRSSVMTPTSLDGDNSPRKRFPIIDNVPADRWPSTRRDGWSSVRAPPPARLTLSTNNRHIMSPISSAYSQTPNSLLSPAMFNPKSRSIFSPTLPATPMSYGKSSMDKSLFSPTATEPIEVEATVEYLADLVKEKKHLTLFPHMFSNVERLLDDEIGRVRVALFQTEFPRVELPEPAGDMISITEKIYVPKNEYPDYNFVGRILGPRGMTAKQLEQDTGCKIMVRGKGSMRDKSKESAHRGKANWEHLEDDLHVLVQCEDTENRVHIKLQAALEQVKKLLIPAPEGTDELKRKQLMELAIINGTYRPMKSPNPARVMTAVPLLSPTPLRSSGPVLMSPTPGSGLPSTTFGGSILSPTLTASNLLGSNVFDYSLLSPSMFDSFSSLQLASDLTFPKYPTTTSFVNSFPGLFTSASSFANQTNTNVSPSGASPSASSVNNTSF
# GRK2 aptamer HTS: blocks RNA aptamer binding to human GRK2; bead flow cytometry, FAM-aptamer displacement from GRK2; inhibition of aptamer binding, % at 10 µM; 330,000 tested, 0.59% active;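 active = inhibition of aptamer binding above 40%, roughly 3 SD of noise, on plates passing a quality check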;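 also: median bead fluorescence of bound FAM aptamer so fluorescent compounds give negative values; no value below 0 was filed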
# Fam108B counter: blocks mouse Fam108B hydrolase in RBBP9 counter-screen; inhibition, % at 9.51 µM; AID 1947; recombinant Fam108B, FP-Rh probe fluorescence polarization; 300,000 tested, 0.33% active;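 active = inhibition above the screen mean inhibition plus 3 SD, computed separately per campaign, cut at about 18% in these data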;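 also: inhibitors lower polarization as less probe binds the enzyme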
# CIT2 TOR yeast: modulators of TOR pathway CIT2-GFP in S. cerevisiae. GFP response vs DMSO, % at 10 µM. 320,000 tested, 0.065% active. AID 2029. S. cerevisiae CIT2-GFP strain, flow cytometry, 3 h; 100 means same as DMSO wells;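 active = GFP response relative to DMSO above a set limit, near the screen mean plus 3 SD, cut at about 150% in these data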;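 also: ratio of well median GFP fluorescence to mean of DMSO wells on the plate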
# MCL1 BIM primary: inhibitors of human MCL1 binding to BIM-BH3 peptide; GST-MCL1 / FITC-Bim-BH3 fluorescence polarization; AID 2057; 320,000 tested, 0.68% active; Q07820; inhibition, % at 10.9 µM;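 active = inhibition above the mean inhibition of all tested compounds plus 3 SD, set per campaign, cut at about 40% in these data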;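 also: 0% = DMSO wells and 100% = unlabeled Bim-BH3 peptide control; higher means more loss of mP so more displacement of Bim peptide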
# Target sequence (Q07820 whole entry, looked up): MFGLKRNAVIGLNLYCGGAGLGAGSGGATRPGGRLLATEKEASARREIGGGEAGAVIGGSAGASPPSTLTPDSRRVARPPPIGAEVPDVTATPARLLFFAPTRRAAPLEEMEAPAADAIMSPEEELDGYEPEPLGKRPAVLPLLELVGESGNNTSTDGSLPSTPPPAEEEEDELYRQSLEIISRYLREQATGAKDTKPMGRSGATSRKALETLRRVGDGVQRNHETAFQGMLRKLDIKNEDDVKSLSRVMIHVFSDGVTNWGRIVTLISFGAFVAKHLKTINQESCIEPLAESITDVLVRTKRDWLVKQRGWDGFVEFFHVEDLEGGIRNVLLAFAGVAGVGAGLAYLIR
# MEX-5 binding: C. elegans MEX-5 TCR-2 RNA binding activity. Q9XUB2. MEX-5/FITC-TCR2 RNA binding, fluorescence polarization; active compounds read low. activity score (negative = inhibition of binding), % at 10 µM. 300,000 tested, 0.38% active. AID 1832;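 active = inhibition past about -25% in most replicates, and total fluorescence under double the plate's negative control median, limit read from the data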;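 also: 0% = DMSO and -100% = 5 µM competing unlabeled TCR2 RNA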
# VLA-4 inh: inhibition in a human VLA-4 binding assay. P13612. VLA-4 expressing cells, ligand binding flow cytometry. inhibition, % (about 7 µM as worked out from the volumes in the protocol). 330,000 tested, 0.2% active; in the data active = inhibition above about 50%
# AGP1 TOR yeast: modulators of TOR pathway AGP1-GFP in S. cerevisiae. S. cerevisiae AGP1-GFP multiplex flow cytometry, 3 h; GFP as percent of DMSO wells. GFP response vs DMSO, % at 10 µM. 320,000 tested, 0.02% active;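 active = GFP response relative to DMSO above a set limit, near screen average plus 3 SD, cut at about 150% in these data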;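 also: median GFP channel fluorescence of the gated AGP1 strain per well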
# * = called active by the depositor; · = not tested or not shown.
# Sample of the layout, seven compounds:
SMILES,BCLXL inh,GLD-1 RNA inh,GRK2 aptamer HTS,Fam108B counter,CIT2 TOR yeast,MCL1 BIM primary,MEX-5 binding,VLA-4 inh,AGP1 TOR yeast
c1ccc(-c2csc(N3CCCCCC3)n2)cc1,0,7,1,-3,104,0,-0.1,20,104
Cc1cc2c3c([nH]c2cc1S(=O)(=O)N1CCC2(CC1)OCCO2)CC(C)(C)CC3=O,3,-1,0,2,101,4,-3.8,7,97
O=C(O)CNC(=O)c1ccc(OC(F)F)cc1,-2,-6,0,-1,100,-4,-0.6,9,100
COc1ccc(C=NNc2ccc(S(=O)(=O)Nc3ccccc3C(=O)O)cc2[N+](=O)[O-])c(OC)c1,·,5,4,·,103,·,·,10,105
Cc1ccccc1OCC(=O)Nc1ccc2c(c1)Cc1ccccc1-2,1,8,0,0,99,0,-0.4,7,100
CC1(C)CC(NC(=O)c2cc(S(=O)(=O)N3CCOCC3)c(Cl)cc2Cl)CC(C)(C)N1,0,2,5,-1,92,5,0.2,-6,106
O=C(c1cccs1)N1CCN(C23CC4CC(CC(C4)C2)C3)CC1,4,7,2,-1,100,-1,0.6,-2,98

# The list itself, from the first entry:
SMILES,BCLXL inh,GLD-1 RNA inh,GRK2 aptamer HTS,Fam108B counter,CIT2 TOR yeast,MCL1 BIM primary,MEX-5 binding,VLA-4 inh,AGP1 TOR yeast
c1ccc(-c2csc(N3CCCCCC3)n2)cc1,0,7,1,-3,104,0,-0.1,20,104
Cc1cc2c3c([nH]c2cc1S(=O)(=O)N1CCC2(CC1)OCCO2)CC(C)(C)CC3=O,3,-1,0,2,101,4,-3.8,7,97
O=C(O)CNC(=O)c1ccc(OC(F)F)cc1,-2,-6,0,-1,100,-4,-0.6,9,100
COc1ccc(C=NNc2ccc(S(=O)(=O)Nc3ccccc3C(=O)O)cc2[N+](=O)[O-])c(OC)c1,·,5,4,·,103,·,·,10,105
Cc1ccccc1OCC(=O)Nc1ccc2c(c1)Cc1ccccc1-2,1,8,0,0,99,0,-0.4,7,100
CC1(C)CC(NC(=O)c2cc(S(=O)(=O)N3CCOCC3)c(Cl)cc2Cl)CC(C)(C)N1,0,2,5,-1,92,5,0.2,-6,106
O=C(c1cccs1)N1CCN(C23CC4CC(CC(C4)C2)C3)CC1,4,7,2,-1,100,-1,0.6,-2,98
Cn1c(-c2ccccc2)cnc1SCC(=O)NCc1ccco1,-3,8,0,-4,102,0,-5.9,9,110
CC(=O)c1ccc(NC(=O)/C(=C\c2ccccc2)NC(=O)/C=C/c2ccccc2)cc1,0,3,0,-24,103,1,1.7,1,100
COc1cc(S(=O)(=O)Nc2ncn[nH]2)ccc1Cl,5,2,0,2,103,4,2.2,12,99
CCOC(=O)N1CCN(C(=O)c2c[nH]c3ccc(S(=O)(=O)N(C)c4ccc(OCC)cc4)cc3c2=O)CC1,-1,-2,0,-2,102,0,-0.5,-1,102
COCCn1c(SCC(=O)c2c(N)n(C3CC3)c(=O)[nH]c2=O)nnc1-c1cccc(C)c1,-9,4,2,·,105,-9,·,-3,105
Cc1ccc(CC(=O)NC(C)CCc2ccccc2)cc1 (centres undefined),2,3,0,0,101,0,0.1,-17,106
CCN(CC)c1nc(Nc2ccccc2)nc(Oc2ccc(C(=O)OC)cc2)n1,0,0,0,-7,104,5,-4.8,14,90
Cc1ccc(S(=O)(=O)Oc2ccc(/C=N/NC(=O)c3cccnc3)cc2)cc1,3,-1,3,-5,110,3,0.2,13,108
O=C(CN1CCc2ccccc2C1)Nc1cccc(S(=O)(=O)N2CCCC2)c1,3,-2,4,1,98,-4,-0.7,6,102
COc1cccc(-c2nnc(SCC(=O)N3CCCc4ccccc43)o2)c1,-1,-5,3,-2,96,-7,2.6,14,96
CCCCNC(=O)C1c2cc(OC)c(OC)cc2C(=O)N(C)C1c1cccs1 (centres undefined),4,-4,0,5,95,-4,0.2,6,94
COc1ccc(NC(=O)C(c2ccccc2)N(C)C(=O)CNC(C)=O)cc1 (centres undefined),2,-3,1,0,96,5,0.2,20,101
O=C(CSc1ccc2ccccc2n1)NCc1ccc2c(c1)OCO2,4,-3,0,0,98,12,0.3,-8,98
CCc1ccccc1Nc1nc(N)nc(CSCC(=O)c2cc(C)n(C)c2C)n1,5,4,0,0,99,8,-2.3,8,23
O=C(Nc1nnc(SCC(=O)N2CCCc3ccccc32)s1)c1cccc2ccccc12,2,6,0,-1,90,2,-1.3,10,84
CN1CCN(S(=O)(=O)c2ccc(N3CCN(S(=O)(=O)/C=C/c4ccccc4)CC3)nc2)CC1,-4,5,0,-3,91,-7,-1.3,15,88
COC(=O)c1cccc(NC(=O)c2cc3sccc3n2C)c1,2,6,0,0,92,4,-1.3,11,91
c1cnc(NCCNc2ncccn2)nc1,-12,-4,0,3,112,-6,-0.6,10,100

# Sorted by the number under GRK2 aptamer HTS (falling): five of the compounds above
Structure | GRK2 aptamer HTS
COc1ccc(C=NNc2ccc(S(=O)(=O)Nc3ccccc3C(=O)O)cc2[N+](=O)[O-])c(OC)c1 | 4
Cc1ccc(S(=O)(=O)Oc2ccc(/C=N/NC(=O)c3cccnc3)cc2)cc1 | 3
O=C(c1cccs1)N1CCN(C23CC4CC(CC(C4)C2)C3)CC1 | 2
c1ccc(-c2csc(N3CCCCCC3)n2)cc1 | 1
O=C(CSc1ccc2ccccc2n1)NCc1ccc2c(c1)OCO2 | 0

# (listing goes on)
SMILES,BCLXL inh,GLD-1 RNA inh,GRK2 aptamer HTS,Fam108B counter,CIT2 TOR yeast,MCL1 BIM primary,MEX-5 binding,VLA-4 inh,AGP1 TOR yeast
CCOC(=O)Cc1csc(NC(=O)c2ccc(S(=O)(=O)N3CCOCC3)cc2)n1,-4,-3,0,7,114,3,0.8,-52,103
COc1ccc2c(c1)c(C(O)CN1CCN(Cc3ccc4c(c3)OCO4)CC1)c(C)n2C (centres undefined),16,17,0,-5,95,20,-11,14,98
CCc1ccccc1N(CC)C(=O)CCc1nc(-c2ccc(C)cc2)no1,-1,-2,1,-1,93,-2,0.8,11,102
CN1CCN(C(=O)/C=C/c2ccc(Cl)c(Cl)c2)CC1,4,-1,0,0,91,3,-0.1,10,91
CCn1c(SCC(=O)NCCc2ccccc2)nnc1-c1ccco1,-2,-7,0,2,96,-8,-2.2,17,99
Cc1noc(C)c1CSc1nc2ccccc2s1,0,-1,0,0,83,-4,1.5,18,93
O=C(NC1CCCCC1)Nn1c(-c2ccccc2)nc2ccccc2c1=O,2,1,0,0,101,7,1.4,6,94
COc1cc(CC(=O)NC2CCCc3ccccc32)cc(OC)c1OC (centres undefined),0,-3,0,-3,111,4,-2.7,-1,105
CCOC(=O)c1c(NC(N)=O)sc(C)c1C,5,6,0,-3,97,-5,0.2,9,98
Cc1ccc(S(=O)(=O)N2CCN(C(=O)Cn3c(=O)cnc4ccccc43)CC2)c(C)c1,·,-2,2,·,100,·,·,0,100
c1ccc(-n2ncc3cccnc32)cc1,7,3,2,0,93,2,-2.5,8,103
Cc1nnc2ccc(N3CCN(C(=O)c4ccccc4)CC3)nn12,5,2,2,1,98,1,1.6,-27,105
COC(=O)c1ccc(N2CCN(C(C)=O)CC2)c(NC(=O)c2cccnc2)c1,4,7,3,-3,116,10,-2.1,-3,111
CC1CCN(S(=O)(=O)c2ccc(NC(=O)CN3CCOCC3)cc2)CC1,5,2,3,-1,92,9,2.3,6,105
O=C(Nc1ccccc1-c1nc2ccccc2[nH]1)c1ccc(N2C(=O)CCC2=O)cc1,3,-7,2,-15,·,1,-3.2,-6,105
O=C(CN1CCCCCC1)N/N=C/c1cccc(Cl)c1,-7,7,0,3,82,-5,0.2,-4,90
CC(=O)Nc1ccc(-n2nnnc2SCC(=O)N2CCN(C(=O)c3ccco3)CC2)cc1,8,8,0,-1,101,7,0.4,0,97
S=C(NCCc1ccncc1)Nc1cccc2ccccc12,6,-7,0,-2,93,1,-0.8,12,103
Cn1c(SCc2ccccc2)nc(N)c(N=O)c1=O,11,4,0,3,95,8,·,-3,100
COC(=O)C1=C(C(=O)OC)[C@@H]2Nc3ccccc3[C@@]23C[C@@H](C(=O)OC)N(C(=O)C2CCC2)C3=N1,0,-3,0,2,89,-10,1.4,-8,92
CCn1c(SCC(=O)NNC(=O)c2ccc(C)cc2)nnc1-c1ccco1,1,-4,3,-1,101,-7,0.1,15,105
CCN(CC(=O)NCc1cccs1)C(=O)c1ccc(OC)c(OC)c1,3,0,0,-2,112,2,1.1,15,102
OCC[C@@H]1C[C@@H](O)[C@H](O)[C@]2(CCc3ccccc3CO2)O1,-1,6,6,1,94,-5,0.6,-3,99
CCOC(=O)c1cc2occc2n1CC(=O)NC1CCC(C)CC1 (centres undefined),8,2,2,6,105,9,-1.4,19,106
Cc1nc2sc(C(c3ccco3)N3CCN(c4ccccc4F)CC3)c(O)n2n1 (centres undefined),1,1,1,-2,108,1,2.8,16,107

# Continued, starting with the last two of the part before.
SMILES,BCLXL inh,GLD-1 RNA inh,GRK2 aptamer HTS,Fam108B counter,CIT2 TOR yeast,MCL1 BIM primary,MEX-5 binding,VLA-4 inh,AGP1 TOR yeast
CCOC(=O)c1cc2occc2n1CC(=O)NC1CCC(C)CC1 (centres undefined),8,2,2,6,105,9,-1.4,19,106
Cc1nc2sc(C(c3ccco3)N3CCN(c4ccccc4F)CC3)c(O)n2n1 (centres undefined),1,1,1,-2,108,1,2.8,16,107
S=C(NCc1ccco1)NCc1ccccc1Cl,·,·,2,·,96,·,1.1,-13,98
Cn1c(C(F)(F)F)nc2c(=O)oc3ccccc3c21,3,6,1,-1,88,5,-1.1,8,91
O=C(NNC(=O)c1sccc1-n1cccc1)c1ccccc1,6,0,0,-2,111,4,-0.8,-2,97
CCC(O)(CC)C(=O)N=Nc1c(O)[nH]c2ccccc12,11,-10,2,-2,103,5,2.6,13,98
CC(C)(C)C1C=C(Sc2ccccc2)C(=O)O1 (centres undefined),1,1,0,3,93,-3,0.4,2,102
C=C(C)Cn1c(C2CC(=O)N(c3ccccc3F)C2)nc2ccccc21 (centres undefined),4,1,0,3,96,4,-2.1,2,94
CCN1C(=O)c2ccccc2S(=O)c2ccc(C(=O)NCc3ccccn3)cc21 (centres undefined),13,8,8,2,122,14,-3.5,15,108
CCc1ccc(NC(=O)c2cc(CC(C)C)on2)cc1,-1,2,0,-5,85,0,-1.0,-6,87
COc1cc(NC(=O)C2CCC(CNc3c(N4CCC(C)CC4)c(=O)c3=O)CC2)cc(OC)c1 (centres undefined),-1,5,1,1,91,-1,3.4,27,97
O=C1c2ccccc2C(O)N1Cc1ccc2c(c1)OCO2 (centres undefined),3,3,4,8,131,-5,-1.2,-2,108
CC(C)NC(=O)c1ccccc1NC(=O)CCc1ccccc1,-2,-2,0,4,88,-3,-2.2,17,88
COc1cccc(NC(=O)NC2CCN(CC(=O)Nc3ccccc3[N+](=O)[O-])CC2)c1,-4,-1,0,-4,97,-8,-1.2,7,96
COc1ccc(-c2noc(CCC(=O)NCCN3CCN(c4ccccc4F)CC3)n2)cc1,10,2,0,0,106,-1,1.0,-1,102
COC(=O)c1nn(-c2cccc(C)c2)c2nnc(Cc3ccc(C)cc3)c(=O)n12,4,7,11,-4,103,3,0.7,15,98
CSc1nc(C)cc(C)c1S(=O)(=O)c1ccccc1C,2,-7,2,-4,94,-7,0.3,7,100

# An unsorted share of the library; any-hit rate near 2.2%.
